Screening results deposited in PubChem by Fisher Drug Discovery Resource Center.
hcGAS lum: blocks human cGAS activity. Q8N884. recombinant h-cGAS, ATP depletion, Kinase-Glo luminescence. inhibition, % at 12.5 µM. 290,000 compounds, 0.081% hits. AID 1259398;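 note: 0% = vehicle reaction and 100% = reaction without DNA for no activity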
Target sequence (Q8N884 whole entry, looked up): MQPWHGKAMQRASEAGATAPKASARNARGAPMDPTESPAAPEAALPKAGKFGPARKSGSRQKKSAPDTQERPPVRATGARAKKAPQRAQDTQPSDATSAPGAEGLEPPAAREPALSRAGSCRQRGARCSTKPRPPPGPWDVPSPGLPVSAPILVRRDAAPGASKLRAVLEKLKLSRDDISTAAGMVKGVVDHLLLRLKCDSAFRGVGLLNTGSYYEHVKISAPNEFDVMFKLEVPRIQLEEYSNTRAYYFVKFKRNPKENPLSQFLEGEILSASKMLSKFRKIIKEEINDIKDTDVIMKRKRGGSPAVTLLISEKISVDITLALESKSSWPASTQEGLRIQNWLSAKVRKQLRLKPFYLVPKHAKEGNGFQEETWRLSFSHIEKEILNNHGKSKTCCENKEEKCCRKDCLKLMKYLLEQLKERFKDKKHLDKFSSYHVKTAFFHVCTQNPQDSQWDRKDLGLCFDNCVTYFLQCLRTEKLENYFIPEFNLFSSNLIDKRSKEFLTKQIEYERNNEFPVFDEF
NPYLR7 agonist: mosquito NPYLR7 agonism; AID 1259423; activation, % at 10 µM; 270,000 compounds, 0.15% hits; HEK293T NPYLR7/Galpha15, GCaMP6s calcium fluorescence; in the data active = activation above about 40%;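 note: 0% = vehicle and 100% = reference agonist at the receptor; some compounds past the cut are filed as inactive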
mcGAS inh: blocks mouse cGAS activity; recombinant cGAS, Kinase-Glo ATP depletion luminescence; inhibition, % at 12.5 µM; 160,000 compounds, 0.15% hits; AID 1259399;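 note: 0% = negative control wells and 100% = reference inhibitor with no enzyme activity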
* marks the source's active call; other numbers are inactive results; . = no result given; & = joins results of further samples. Cut-off read from the data, not from the text of the source, unless noted: active = inhibition above about 40%; inactive = the rest. Hits appear at their usual frequency (roughly 0.29% active in at least one column).

SMILES	hcGAS lum	NPYLR7 agonist	mcGAS inh
CCOC(=O)NC(=O)c1cn(C(CC)CO)c(=O)[nH]c1=O (stereo not drawn)	-6	0	.
Cc1onc(-c2ccccc2Cl)c1C(=O)Nc1ccc(-c2nc3ccccc3[nH]2)cc1	0	-5	-2
CNC(=S)NN=C(C)c1ccc(Cl)s1	-9	1	-5
C#CCn1c(O)c(N=NC(=O)CNC(=O)/C=C/c2ccco2)c2ccccc21	6	-8	.
CCC[C@H]1C[C@H]1C(=O)N1CCOc2c(O)cc(-c3cccc(Cl)c3)cc2C1	3	12	.
c1ccc(CC2CCN(c3nc(-c4ccc(Oc5ccccc5)cc4)nc4ccccc34)CC2)cc1	-5	1	-6
O=S(=O)(c1cc2ccccc2o1)N1CC(c2ccccn2)C1	4	-3	0
CN(Cc1ccco1)C(=O)C(C1CCCC1)N1CCN(C(=O)Nc2cccc(Cl)c2)CC1 (stereo not drawn)	-5	6	-4
Cc1cnc(N2C(=O)C(C)SC2c2ccco2)s1 (stereo not drawn)	-2	-1	.
COc1ccccc1/C=C\C(=O)OC[C@@H]1CCCN2CCCC[C@H]12	0	0	-5
CN(CCNC(=O)c1nc2ccccc2[nH]1)S(C)(=O)=O	-4	1	-15
COc1ccc(C(=O)CSc2nnc(-c3ccc(=O)n(C)c3)n2C)cc1	-16	3	.
CCOC(=O)C1=C(C)NC(C)=C(C(=O)OC)C1c1ccc(C)o1 (stereo not drawn)	13	3	0
CC1(C(=O)NCc2ccc(Cl)cc2)CCN1C(=O)CCCc1cccs1 (stereo not drawn)	-8	11	-4
CNc1cc2c(nn1)CCN(C(=O)c1cc(Cl)c(Cl)n1C)C2	-11	15	.
Cc1ccn2c3nc(=O)n(-c4ccccc4)c-3cnc2c1	-1	-12	-8
O=C(CSc1nc2c(c(=O)n1-c1ccc(Cl)cc1)SCC2)NCc1ccc(F)cc1	-8	-1	-8
C=c1c([N+](=O)[O-])cccc1=c1[nH]/c(=C/C=C/c2ccccc2OC)c(=O)o1	5	-14	2
CC(C)(C)CC(=O)N1CCC(=O)N(CCC#N)C[C@H]2COc3ccccc3[C@H]21	-1	0	-7
CC(C)CC1CCCN(C(=O)c2ccc3c(=O)n(C)c(=O)n(C)c3n2)C1 (stereo not drawn)	-12	9	.
COc1ccc(/C=C2N=C(/C=C/c3ccc(Cl)cc3)OC\2=O)c(OC)c1OC	-4	1	-6
CCOc1ccc(OCCCOc2cc(C)ccc2C)cc1	-2	3	-7
Cc1cc(C(C)(C)C)cc(C)c1S(=O)(=O)NCc1nnc2ccc(C(F)(F)F)cn12	-6	12	.
CC1CN(c2cc(Cl)nc(SCC(=O)N3CCN(c4ccc([N+](=O)[O-])cc4)CC3)n2)CCN1C(=O)C(C)(C)C (stereo not drawn)	-5	-3	-4
CC(=O)c1c(C)[nH]c(C)c1C(C)=O	6	1	.
CCn1c(C)c(C(=O)CN(CC2CCCO2)C(=O)c2ccc(OC)cc2OC)c(C)c1C(=O)OC (stereo not drawn)	-3	-3	-4
Cc1[nH]c2ccccc2c1/C=N\n1c(C)n[nH]c1=S	-4	2	-8
Cc1cc(C(=O)N2CCCC2(C)C(=O)O)no1 (stereo not drawn)	-16	-2	.
CC1(C)SC2C(NC(=O)Cc3ccccc3)C(=O)N2C1C(=O)O (stereo not drawn)	-1	-11	.
Clc1ccc(Cl)c(/C=N/Nc2nccs2)c1Cl	-6	-1	.
CCC(CC)n1ncc(C)c1NC(=O)CCc1c(C)[nH]c2ccccc2c1=O	0	0	-1
Cc1nc(Cl)c2sc(=S)n(-c3ccccc3)c2n1	-8	-1	.
Cc1ccnc(SCCCn2c(N3CC(C)OC(C)C3)nc3c2c(=O)[nH]c(=O)n3C)n1 (stereo not drawn)	-7	-2	.
O=C(NCCOc1ccc2nnc(-c3ccccc3Cl)n2n1)Nc1ccc(F)cc1F	-5	-6	-6
CCC[C@H]1CN(C2CCCC2)C[C@@H]1NC(=O)CCc1n[nH]c(C)n1	0	.	-3
CCN1C(=O)C2c3c(OC)ccc4c3C(=CC(C)(C)CO4)CN2C1=O (stereo not drawn)	-5	19	-9
N#CC1(NC(=O)COC(=O)C2=COCCO2)CCCCC1	-12	-2	-8
CC1(C(=O)NS(=O)(=O)Cc2ccccc2C(F)(F)F)CCN1C(=O)Cc1ccccc1 (stereo not drawn)	-7	3	.
O=C1c2ccccc2S(=O)(=O)N1CCn1cnc2sc3c(c2c1=O)CCC3	-6	15	.
O=C(O)Cn1c(SCc2cccc3ccccc23)nc2ccccc21	1	-10	5
C=CCOCC(O)CN(Cc1ccco1)Cc1c(C)nn(-c2ccccc2)c1Oc1ccccc1OC (stereo not drawn)	-7	5	-5
Cc1nc2c(OCC(=O)N3CCOCC3)cccn2c1N(C)C(=O)C1CCCCC1	-7	12	-4
CC(C)c1cc(C(=O)N2CCCn3nc(C(=O)NC4CC4)cc3C2)on1	-5	29	-16
CN(C)CCN(C(=O)c1cccc(F)c1)c1nc2c(F)cc(F)cc2s1	-4	-6	-6
COCCn1c(=NC(=O)c2cccc(S(C)(=O)=O)c2)sc2cccc(F)c21	-8	4	.
CCNS(=O)(=O)c1ccc(C(=O)Nc2ccc3c(c2)CCN3C(C)=O)cc1	-3	1	-7
O=C(NCc1ccco1)c1cccnc1Oc1cccc([N+](=O)[O-])c1	-10	-6	-5
CC1ON=C(c2ccco2)N(Cc2ccc(F)cc2)C1=O (stereo not drawn)	-1	5	.
CCCCCCCCCCCC(=O)N(CC(=O)N1CC(=O)N(c2cccc(Cl)c2)C1)C1CC1	-2	27	-6
CN1CCN(C(=O)c2cc3n(n2)CCN(C(=O)C2(C)CCCO2)C3)CC1 (stereo not drawn)	-8	2	-9
COc1cc(C)ccc1S(=O)(=O)NCc1ccc2c(c1)OCO2	-11&-2	0&6	.
Cc1ccccc1Cn1c(C)c(N2CCOCC2)c(C)c1C(=O)N1CCN(c2ccccc2F)CC1	-2	25	-9
Cc1cn2c3c(=O)[nH]c(=O)n(C)c3nc2n1CCCN1CCc2ccccc2C1	-5	8	.
Cc1ccc(NC(=O)c2cc(-c3cccs3)nn2-c2cccc([N+](=O)[O-])c2)cc1C	-7	20	-4
CCOc1ccc(NC(=O)N2CCN(C(c3ccccc3)c3ccc(Cl)cc3)CC2)cc1 (stereo not drawn)	-5	19	-8
CC1CCN(C(CNC(=O)c2cnc(N)c(Cl)c2)C(C)C)CC1 (stereo not drawn)	-8	10	.
CCC(C)N(CCC(=O)N1CCN(c2ccc(OC)cc2)CC1)c1nc(Cc2cccc(OC)c2)ns1 (stereo not drawn)	-17	-4	-7
CN(Cc1ccco1)C(=O)C(C1CCCC1)N1CCN(C(=O)c2ccc(C(F)(F)F)cc2)CC1 (stereo not drawn)	0	-8	1
O=C(c1ccc(F)cc1)N1CCc2nc(-c3ccccc3)nc(N3CCCC3)c2C1	-7	5	-5
CC(C)Nc1ncccc1C(=O)NC(c1ccccc1)c1ccc(Cl)cc1 (stereo not drawn)	-7	-2	-4

The results go on.
SMILES	hcGAS lum	NPYLR7 agonist	mcGAS inh
COc1cc2c(c(OC)c1OC)-c1ccc(OC)c(=O)cc1[C@@H](NC(C)=O)CC2	-7&3&0	-7&-11&3	-3
CC1CCC(NS(=O)(=O)c2c(Cl)cccc2Cl)CC1 (stereo not drawn)	-14	2	-10
CCOc1ccc(-n2nnc3c(=O)n(Cc4ccc(F)cc4)cnc32)cc1	-3	9	.
CCOC(=O)c1ccc(OC2CC3CCC(C2)N3C(=O)c2ccc(CSCCc3ccccc3)cc2)cc1 (stereo not drawn)	-2	22	-5
N#CCCN(CCc1ccccn1)C(=O)c1ccc(-n2nc(-c3ccc(Cl)cc3)cc2N)cc1	-2	13	-3
COc1ccc(Cl)cc1Cn1cc(C(=O)NCc2cccc(C(F)(F)F)c2)sc1=O	-8	10	.
Cc1ccc2nc(NC(=O)CSc3nnc4ccc(-c5cccnc5)nn34)sc2c1	0	-16	-5
Cc1ccccc1C1c2ccsc2CCN1C(=O)CN(C(C)C)S(=O)(=O)c1cc(Cl)ccc1Cl (stereo not drawn)	0	6	-5
CCN1CCN(C(c2cccs2)C2Sc3nc(-c4ccco4)nn3C2=O)CC1 (stereo not drawn)	-6	2	-8
CN(C)CCNC(=O)c1cc(-c2ccccc2)nc2cc(C(C)(C)C)nn12	-2	3	0
COc1ccc(-c2[nH]ncc2CN2CCCC(N(C)CCc3ccccc3)C2)cc1 (stereo not drawn)	-11	17	-11
CN(C)Cc1nc(C(=O)NCc2cccnc2-n2ccnc2)cs1	-2	.	-17
COC(=O)c1ccc(C(=O)N2CCN(c3c4c(nc5ncnn35)CCCC4)CC2)cc1	-6	4	-6
COc1cccc(/C=C2N=C(/C=C\c3cccc([N+](=O)[O-])c3)OC/2=O)c1	-5	8	-3
c1cc2c(cc1N1COc3cc4c(cc3C1)OCO4)OCO2	3	2	.
Cc1ccc(-c2nc(N3CCN(C(=O)C4CCC4)CC3)c3ccccc3n2)cc1	-3	.	-5
COC(=O)c1ccc(CN(CCN2CCOCC2)Cc2sccc2C)o1	-5	-2	.
CCOc1ccc2nc(Nc3nc(C)c(C)c(=O)[nH]3)nc(C)c2c1	-4	1	-6
Cc1c(C(=O)N2CCC(C(N)=O)CC2)oc2c(Cl)cccc12	1	-6	.
CC(C)CSc1ncnc2c1cnn2-c1ccccc1	0	0	-7
Cc1ccc(S(=O)(=O)Nc2cnn(CC(F)F)c2)cc1F	-16	4	.
COc1cccc(Nc2cc(N3CCC[C@H]3C(=O)NCCCn3ccnc3)nc(N)n2)c1	-3	3	.
CCOc1ccccc1C(=O)N1CCc2cc(OC)c(OC)cc2C1c1ccccc1Cl (stereo not drawn)	4	-5	2
CCCCCNC(=O)c1cccn2c(C)nnc12	-5	-8	-6
CCc1[nH]n(C(C)(C)C)c(=O)c1C1=C(N2CCCC2)C(=O)N(c2cccc(C)c2)C1=O	0	-6	0
COc1cc(NC(=O)C2(C)CCN2C(C)C)cc(OC)c1OC (stereo not drawn)	-12	2	-6
CC1(C)CC(=O)C2=C(C1)OC1=C(C(=O)CC(C)(C)C1)C2c1cc2ccccc2[nH]c1=O	-7	0	.
NC(=O)CSc1nc2cc(Cl)ccc2c(=O)n1C1CCCC1	-11	7	-7
COc1cccc(C2=NN(C(=O)c3cccs3)C(c3cccs3)C2)c1 (stereo not drawn)	-7	4	-6
CC(C)N(C(=O)c1cnc(-c2ccsc2)s1)c1cccnc1	-9	6	-12
CC(=O)c1ccc(S(=O)(=O)NCCOc2ccc(-c3ccco3)nn2)cc1	-12	-4	-9
c1ccc(-c2nnc(NC3CCCCC3)s2)cc1	-8	3	-10
O=C(CSc1nc2ccccc2[nH]1)N/N=C\c1c[nH]c2ccccc12	1	3	-4
CC(C)CN1CC(C(=O)N2CCc3nc[nH]c3C2)CC1=O (stereo not drawn)	-6	18	.
COc1cc(/C=C2/C(=O)N(c3ccc(Cl)c(Cl)c3)N=C2C)ccc1OCC(=O)O	-5	10	32
COc1ccc(C2(c3ccc(OC)cc3)NC(=O)N(CN3CCOCC3)C2=O)cc1	-7	13	.
O=C(CC(NCCC1=CCCCC1)C(=O)O)Nc1ccc2ccccc2c1 (stereo not drawn)	-4	4	-7
Cc1cnc(NCCCC2CCOC2)nc1N(C)C (stereo not drawn)	-4	26	.
NCCC1CCCN(Cc2ccccc2C(F)(F)F)C1 (stereo not drawn)	-1	6	.

Molecules above that contain fluorine (14):
SMILES	hcGAS lum	NPYLR7 agonist	mcGAS inh
O=C(CSc1nc2c(c(=O)n1-c1ccc(Cl)cc1)SCC2)NCc1ccc(F)cc1	-8	-1	-8
Cc1cc(C(C)(C)C)cc(C)c1S(=O)(=O)NCc1nnc2ccc(C(F)(F)F)cn12	-6	12	.
O=C(NCCOc1ccc2nnc(-c3ccccc3Cl)n2n1)Nc1ccc(F)cc1F	-5	-6	-6
CC1(C(=O)NS(=O)(=O)Cc2ccccc2C(F)(F)F)CCN1C(=O)Cc1ccccc1 (stereo not drawn)	-7	3	.
CN(C)CCN(C(=O)c1cccc(F)c1)c1nc2c(F)cc(F)cc2s1	-4	-6	-6
COCCn1c(=NC(=O)c2cccc(S(C)(=O)=O)c2)sc2cccc(F)c21	-8	4	.
CC1ON=C(c2ccco2)N(Cc2ccc(F)cc2)C1=O (stereo not drawn)	-1	5	.
Cc1ccccc1Cn1c(C)c(N2CCOCC2)c(C)c1C(=O)N1CCN(c2ccccc2F)CC1	-2	25	-9
CN(Cc1ccco1)C(=O)C(C1CCCC1)N1CCN(C(=O)c2ccc(C(F)(F)F)cc2)CC1 (stereo not drawn)	0	-8	1
O=C(c1ccc(F)cc1)N1CCc2nc(-c3ccccc3)nc(N3CCCC3)c2C1	-7	5	-5
CCOc1ccc(-n2nnc3c(=O)n(Cc4ccc(F)cc4)cnc32)cc1	-3	9	.
COc1ccc(Cl)cc1Cn1cc(C(=O)NCc2cccc(C(F)(F)F)c2)sc1=O	-8	10	.
Cc1ccc(S(=O)(=O)Nc2cnn(CC(F)F)c2)cc1F	-16	4	.
NCCC1CCCN(Cc2ccccc2C(F)(F)F)C1 (stereo not drawn)	-1	6	.

Shown field by field: entries from further up
CC(=O)c1ccc(S(=O)(=O)NCCOc2ccc(-c3ccco3)nn2)cc1
  hcGAS lum: -12; NPYLR7 agonist: -4; mcGAS inh: -9
NC(=O)CSc1nc2cc(Cl)ccc2c(=O)n1C1CCCC1
  hcGAS lum: -11; NPYLR7 agonist: 7; mcGAS inh: -7
